PvdQ inh – P. aeruginosa PvdQ acylase inhibition | purified PvdQ acylase, fluorescence plate reader | AID 488965 | 340,000 compounds, 0.063% hits | inhibition, % at 10 µM; in the data active = inhibition above about 30%, passing the limit was not always enough;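 note: 0% = vehicle neutral wells and 100% = reference inhibitor wells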
PfHsp90 set2 – growth inhibition of yeast expressing Plasmodium Hsp90; inhibition, % at 9.4 µM; 310,000 compounds, 0.32% hits; S. cerevisiae expressing PfHsp90, BacTiter-Glo ATP, 48 h; yeast lacking PDR1 and PDR3 efflux regulators; AID 504621;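 active = every replicate shows inhibition above about 80%, whatever the replicate mean, limit read from the data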;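 note: 0% = DMSO neutral controls and 100% = 20 µM radicicol positive controls; yeast relying on Plasmodium falciparum Hsp90 in place of its own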
Tat export inh – inhibitors of E. coli Tat protein transport. 340,000 compounds, 0.036% hits. inhibition, % at 10 µM. E. coli MC4100 TorA-mCherry Tat export, fluorescence. AID 488895;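 active = mean replicate inhibition at least 50% and at least half of replicates individually reaching 50%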;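 note: exported cargo escapes ClpAP degradation while cytoplasmic cargo is degraded and loses fluorescence; 0% = median of neutral control wells and 100% = median of NaSCN control wells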
CAL PDZ FP – inhibitors of human CAL PDZ peptide binding; Q9HD26; purified CAL PDZ, TMR-peptide fluorescence polarization, 1 h; inhibition, % at 20 µM; 330,000 compounds, 0.02% hits; AID 504414;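 active = highest replicate inhibition of at least 40%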;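 note: plate controls were DMSO neutral control wells for no effect and unlabeled competitor peptide control wells for full effect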
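material = purified tagged CAL PDZ domain construct (CerCALP) | compound dosing = 20 µM, one dose | times = 1 h at RT | measured by = fluorescence polarization from S- and P-plane intensities, G-factor corrected | read-out = inhibition from polarization loss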
Wnt bcat act – activates Wnt/beta-catenin signaling in a reporter cell assay. activator, plate reader. activation, % at 9.35 µM. 300,000 compounds, 1.2% hits; in the data active = activation above about 30%, passing the limit was not always enough;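 note: 0% = neutral control wells and 100% = positive control wells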
Rtt109 HAT inh – inhibitors of Candida albicans Rtt109/Vps75 histone acetyltransferase. Q5AAJ8. purified Rtt109/Vps75, ThioGlo CoA-SH fluorescence, 4 h. inhibition, % at 34.9 µM. 330,000 compounds, 0.16% hits. AID 540336;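 active = inhibition of at least 50% in every replicate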
Target sequence (Q5AAJ8 whole entry, looked up): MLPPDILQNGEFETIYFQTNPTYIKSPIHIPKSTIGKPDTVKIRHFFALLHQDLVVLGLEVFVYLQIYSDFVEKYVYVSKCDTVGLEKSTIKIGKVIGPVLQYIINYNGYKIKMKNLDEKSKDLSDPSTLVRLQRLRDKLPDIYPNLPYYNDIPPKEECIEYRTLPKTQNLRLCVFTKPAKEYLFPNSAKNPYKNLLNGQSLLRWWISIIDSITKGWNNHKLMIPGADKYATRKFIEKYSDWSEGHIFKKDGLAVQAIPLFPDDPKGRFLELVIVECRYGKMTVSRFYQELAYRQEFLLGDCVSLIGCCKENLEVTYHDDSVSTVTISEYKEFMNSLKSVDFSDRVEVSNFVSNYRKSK
DAGLB inhibitor – blocks human DAGLB lipase activity | Q8NCG7 | HEK293T DAGLB membrane lysate, EnzChek fluorogenic substrate | inhibition, % at 5.17 µM | AID 504411 | 340,000 compounds, 0.059% hits; in the data active = inhibition above about 34%;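 note: 0% = enzyme with vehicle and 100% = wells lacking enzyme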
Target sequence (Q8NCG7 whole entry, looked up): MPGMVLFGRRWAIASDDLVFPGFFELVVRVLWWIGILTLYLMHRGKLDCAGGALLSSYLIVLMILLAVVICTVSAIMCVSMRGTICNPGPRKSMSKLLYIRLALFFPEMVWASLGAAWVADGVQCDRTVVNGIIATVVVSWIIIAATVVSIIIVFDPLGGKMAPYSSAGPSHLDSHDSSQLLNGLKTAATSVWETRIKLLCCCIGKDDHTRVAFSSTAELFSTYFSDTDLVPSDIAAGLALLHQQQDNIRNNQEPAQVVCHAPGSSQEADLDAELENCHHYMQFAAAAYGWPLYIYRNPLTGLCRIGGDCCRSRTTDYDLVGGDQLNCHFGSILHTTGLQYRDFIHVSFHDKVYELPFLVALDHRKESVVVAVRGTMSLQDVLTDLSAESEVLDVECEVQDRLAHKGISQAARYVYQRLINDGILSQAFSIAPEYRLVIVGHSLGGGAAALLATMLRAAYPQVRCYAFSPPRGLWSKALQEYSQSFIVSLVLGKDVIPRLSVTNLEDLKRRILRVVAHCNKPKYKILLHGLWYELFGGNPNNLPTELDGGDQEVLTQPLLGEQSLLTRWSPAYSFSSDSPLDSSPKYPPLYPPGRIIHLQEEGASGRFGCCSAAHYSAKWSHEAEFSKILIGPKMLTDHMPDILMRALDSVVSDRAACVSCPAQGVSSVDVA
AddAB inh – less growth of phage-infected E. coli with AddAB. inhibition, % at 11.9 µM. 330,000 compounds, 0.29% hits. E. coli expressing H. pylori AddAB, absorbance growth; in the data active = inhibition above about 12%;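 note: 0% = vehicle wells of infected cells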
phage Ecoli inh – E. coli growth loss with phage present. growth absorbance. inhibition, % at 11.9 µM. 360,000 compounds, 0.26% hits. AID 651602; in the data active = inhibition above about 11%
E coli growth – reduces bacterial viability in AddAB counter-screen. 330,000 compounds, 0.27% hits. E. coli V3065 growth, OD600 absorbance, 18 h. AID 449728. inhibition, % at 11.9 µM;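 active = inhibition above the campaign's mean inhibition across all tested compounds plus 3 SD, cut at about 9.9% in these data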;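 note: uninfected addAB+ strain grown without phage in ampicillin broth; 0% = DMSO wells and 100% = ciprofloxacin 0.95 µg/ml wells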
Numbers without * were called inactive; . = not tested or not shown.

Screens in order: PvdQ inh	PfHsp90 set2	Tat export inh	CAL PDZ FP	Wnt bcat act	Rtt109 HAT inh	DAGLB inhibitor	AddAB inh	phage Ecoli inh	E coli growth
1	CCN(C[C@H]1N[C@@](C)(C(=O)OC)[C@H]2C(=O)N(C)C(=O)[C@@H]12)C(=O)Nc1ccc(OC)cc1
 : 6	12	5	0.5	-1	-5	-2	2.7	1.4	-1.8
2	NS(=O)(=O)c1ccc(CCNC(=O)c2cc(-c3cc(Cl)ccc3O)n[nH]2)cc1
 : -1	4	-13	-2.2	-3	0	-1	1.5	2.1	1.6
3	S=C(NC1CCCCCC1)NC1CCCC1
 : -13	-3	5	-3.3	0	.	-1	0.1	0.7	-1.3
4	COc1ccc(/C=C2\SC(=S)N(CC(=O)NC3CCS(=O)(=O)C3)C2=O)cc1 (stereo not drawn)
 : -11	27	0	-2.3	1	-8	8	1.0	2.9	0.7
5	Cc1ccccc1Nc1nc(N)nc(COC(=O)[C@@H](NC(=O)c2ccco2)C(C)C)n1
 : -9	-1	4	-0.6	-2	0	1	.	0.0	.
6	COC(=O)c1[nH]c2cccc(C)c2c1NC(=O)CN1CCN(C(=O)c2ccco2)CC1
 : 2	12	-1	-0.3	-2	12	-1	2.0	-1.8	-1.1
7	CCOCCOCCC(C(=O)OCC)P(=O)(c1ccccc1)c1ccccc1 (stereo not drawn)
 : 1	.	2	-0.3	.	-3	-8	1.7	2.1	-1.5
8	O=C(Oc1ccc(C(=S)N2CCOCC2)cc1)c1cccc([N+](=O)[O-])c1
 : -13	-5	13	0.2	1	2	2	1.1	0.2	2.9
9	COC(=O)c1ccc(Oc2nc(NC(C)C)nc(NC(C)C)n2)cc1
 : -2	-13	3	-4.2	1	-4	-2	1.0	4.0	0.0
10	COc1ccccc1NC(=O)C1=C(C)Nc2ncnn2C1c1cccs1 (stereo not drawn)
 : -13	-4	-1	-1.5	-2	2	2	2.4	1.6	0.3
11	CC(C)(C)C(=O)/C=C1\SCC(=O)N1CC(=O)N1CCN(c2ccccc2)CC1
 : -11	2	-3	-1.5	4	0	-1	2.2	0.6	2.6
12	O=C(NCC(=O)N(c1cccnc1)C(C(=O)NCc1ccco1)c1ccccc1)c1ccco1 (stereo not drawn)
 : 1	15	-16	2.6	-2	-5	-6	0.1	-0.1	1.8
13	Cc1occc1C(=O)NCc1ccc2c(c1)OCO2
 : -2	-4	-7	-1.3	.	1	-1	2.0	1.8	1.0
14	CCCCC1(C)OC(=O)C(=Cc2ccc(SC)cc2)C(=O)O1 (stereo not drawn)
 : -1	8	0	-1.9	-4	2	-1	-0.4	2.2	0.6
15	COc1ccc(OCCSc2ncccn2)cc1
 : 19	.	-3	0.8	.	8	-1	6.5	0.9	0.9

6 entries from above, ordered by the number in Tat export inh, descending.
#	SMILES	PvdQ inh	Tat export inh	CAL PDZ FP	Wnt bcat act	Rtt109 HAT inh	DAGLB inhibitor	AddAB inh	phage Ecoli inh
3	S=C(NC1CCCCCC1)NC1CCCC1	-13	5	-3.3	0	.	-1	0.1	0.7
5	Cc1ccccc1Nc1nc(N)nc(COC(=O)[C@@H](NC(=O)c2ccco2)C(C)C)n1	-9	4	-0.6	-2	0	1	.	0.0
7	CCOCCOCCC(C(=O)OCC)P(=O)(c1ccccc1)c1ccccc1 (stereo not drawn)	1	2	-0.3	.	-3	-8	1.7	2.1
14	CCCCC1(C)OC(=O)C(=Cc2ccc(SC)cc2)C(=O)O1 (stereo not drawn)	-1	0	-1.9	-4	2	-1	-0.4	2.2
11	CC(C)(C)C(=O)/C=C1\SCC(=O)N1CC(=O)N1CCN(c2ccccc2)CC1	-11	-3	-1.5	4	0	-1	2.2	0.6
12	O=C(NCC(=O)N(c1cccnc1)C(C(=O)NCc1ccco1)c1ccccc1)c1ccco1 (stereo not drawn)	1	-16	2.6	-2	-5	-6	0.1	-0.1

Just phage Ecoli inh, CAL PDZ FP and PvdQ inh, for some of the entries so far:
item	SMILES	phage Ecoli inh	CAL PDZ FP	PvdQ inh
9	COC(=O)c1ccc(Oc2nc(NC(C)C)nc(NC(C)C)n2)cc1	4.0	-4.2	-2
13	Cc1occc1C(=O)NCc1ccc2c(c1)OCO2	1.8	-1.3	-2

New compounds follow
Screens in order: PvdQ inh	PfHsp90 set2	Tat export inh	CAL PDZ FP	Wnt bcat act	Rtt109 HAT inh	DAGLB inhibitor	AddAB inh	phage Ecoli inh	E coli growth
16	CCOc1ncccc1C(=O)Nc1ccc(C)c(S(=O)(=O)N2CCCCCC2)c1
 : 3	-17	-1	-0.9	2	4	-7	-0.3	-1.5	-0.2
17	C/C(=N\NC(=S)NC1CCCCC1)c1cccc(Br)c1
 : -17	-52	41	-3.2	-1	-2	0	1.6	4.7	0.9
18	CC1(C)Cc2sc3c(=O)[nH]c(=S)[nH]c3c2CO1
 : -10	-46	2	0.1	-1	-11	-6	-2.2	0.4	-1.8
19	COc1ccc(Cl)cc1NS(=O)(=O)c1cccc(C(=O)NC2CC2)c1
 : -5	1	-4	-1.1	-4	0	0	0.0	0.5	-2.4
20	O=C(Cc1cccs1)N1CCN(C(=O)C2CCCO2)CC1 (stereo not drawn)
 : -6	5	2	-0.8	.	-12	-2	-2.3	3.7	-1.5
21	COc1ccc(C(=O)NC2CCN(S(=O)(=O)c3ccccc3)CC2)cc1
 : -8	-10	1	-1.5	0	-1	1	0.8	-0.2	0.9
22	CCN(CC)CCCNC(=O)C1c2ccccc2C(=O)N(CCOC)C1c1ccc(F)cc1 (stereo not drawn)
 : -19	30	1	-0.8	-2	4	-2	4.1	3.7	1.3
23	Cc1cc(OCc2cc(C(=O)NCc3csc(C(C)C)n3)no2)cc(C)c1Cl
 : -12	1	2	-2.2	0	5	-12	1.5	-0.2	-1.6
24	CCOC(=O)C1=C(N)N(c2ccccc2Oc2ccccc2)C(=O)C1
 : -7	0	-6	.	0	1	-2	3.4	-0.2	-2.6
25	Cc1csc(NC(=O)CSC2=NS(=O)(=O)c3ccccc3N2)n1
 : -15	-13	-1	-0.6	2	0	-1	-0.5	1.9	1.3
26	Cc1ccccc1Cn1nc(C)c(NC(=O)c2noc3c2CC(C(C)(C)C)CC3)c1C (stereo not drawn)
 : 0	22	15	0.0	.	13	-3	-1.0	2.4	-1.2
27	O=C(CCC(=O)N(CC(=O)NC1CCCC1)Cc1ccc2c(c1)OCO2)Nc1ccccn1
 : -22	-11	2	.	-2	1	0	2.8	1.2	1.0
28	Cc1cccc(OCC(=O)Nc2ccc(S(=O)(=O)N3CCCC3)cc2)c1
 : -17	-23	3	-1.1	.	-3	-2	6.3	6.0	1.4
29	CCCCn1c2ccc(F)cc2c2nnc(SCCN3CCCCC3)nc21
 : -14	-15	-8	1.5	7	3	-1	.	-1.2	.
30	CCn1cc(Cl)c(C(=O)Nc2c(C)nn(Cc3c(F)c(F)c(F)c(F)c3F)c2C)n1
 : -17	23	-6	-1.4	0	1	0	.	-0.7	.

Exported with one line to a screen: part of the list above.
(22) CCN(CC)CCCNC(=O)C1c2ccccc2C(=O)N(CCOC)C1c1ccc(F)cc1 (stereo not drawn)
(23) Cc1cc(OCc2cc(C(=O)NCc3csc(C(C)C)n3)no2)cc(C)c1Cl
(24) CCOC(=O)C1=C(N)N(c2ccccc2Oc2ccccc2)C(=O)C1

| compound no. | 22 | 23 | 24 |
| --- | --- | --- | --- |
| PvdQ inh | -19 | -12 | -7 |
| PfHsp90 set2 | 30 | 1 | 0 |
| Tat export inh | 1 | 2 | -6 |
| CAL PDZ FP | -0.8 | -2.2 | . |
| Wnt bcat act | -2 | 0 | 0 |
| Rtt109 HAT inh | 4 | 5 | 1 |
| DAGLB inhibitor | -2 | -12 | -2 |
| AddAB inh | 4.1 | 1.5 | 3.4 |
| phage Ecoli inh | 3.7 | -0.2 | -0.2 |
| E coli growth | 1.3 | -1.6 | -2.6 |

The main list resumes, starting 2 compounds before the break.
Screens in order: PvdQ inh	PfHsp90 set2	Tat export inh	CAL PDZ FP	Wnt bcat act	Rtt109 HAT inh	DAGLB inhibitor	AddAB inh	phage Ecoli inh	E coli growth
29	CCCCn1c2ccc(F)cc2c2nnc(SCCN3CCCCC3)nc21
 : -14	-15	-8	1.5	7	3	-1	.	-1.2	.
30	CCn1cc(Cl)c(C(=O)Nc2c(C)nn(Cc3c(F)c(F)c(F)c(F)c3F)c2C)n1
 : -17	23	-6	-1.4	0	1	0	.	-0.7	.
31	CCOC(=O)CC(=O)CSCC(=O)Nc1ccc(C)cc1
 : -11	-1	-7	-1.2	.	9	-1	0.3	-0.4	-0.7
32	CCOc1ccc(/C(O)=C2/C(=O)C(=O)N(c3ncccn3)C2c2ccccc2)cc1 (stereo not drawn)
 : 8	-22	-5	-3.1	-4	15	-1	3.0	3.1	-0.5
33	COCCNC(=O)CSc1nc2ccccc2c(=O)n1CC1CCCO1 (stereo not drawn)
 : -11	-1	-3	-2.0	.	-1	-1	2.1	3.0	2.9
34	CCC12CN3CC(CC)(CN(C1)C31C(=O)N(C)c3ccc(C)cc31)C2=O (stereo not drawn)
 : -9	4	-2	-0.7	-2	-8	-2	0.2	4.0	-0.6
35	COC(=O)c1sc(N2C(=O)c3oc4ccccc4c(=O)c3C2c2cccc(O)c2)nc1C (stereo not drawn)
 : 5	-2	-12	-4.6	-4	11	2	0.8	-1.1	-3.2
36	COc1ccc2c(c1)N(C)/C(=C1/SC(=NCc3ccccc3)N(c3ccccc3)C1=O)S2
 : -12	-1	-9	-0.4	-1	1	-4	1.6	2.4	-0.2
37	COC(=O)CCn1nc(-c2ccc(C)cc2)c2ccccc2c1=O
 : -12	.	6	-0.9	-4	-6	0	-1.4	0.1	1.1
38	COc1cccc(CNC(=O)Cn2cccc2)c1
 : 1	-16	-3	-2.3	.	1	-1	2.5	2.1	1.9
39	CN(CC1CCOCC1)C(=O)CC1C(=O)NCCN1Cc1cccc(F)c1 (stereo not drawn)
 : -4	-4	2	-1.0	0	1	0	2.0	0.4	0.3
40	O=C1CCCC2=C1C(c1ccncc1)Nc1ccccc1N2 (stereo not drawn)
 : -2	2	8	-0.3	.	-5	1	3.7	0.7	0.0
41	C=CCOc1ccc(/C(O)=C2\C(=O)C(=O)N(CCOC)C2c2cccnc2)cc1 (stereo not drawn)
 : 15	10	6	-2.5	-3	60*	0	2.1	-1.4	-1.1
42	CCn1cc(-c2ccccc2)c(C(=O)O)c1-c1ccc(OC)cc1
 : -12	-12	-2	-0.7	-1	-7	-2	3.7	3.8	1.4
43	COc1ccc(CNC(=O)CCNC(=O)c2ccc(C(C)(C)C)cc2)cc1OC
 : -11	-8	0	0.2	-2	-4	0	.	-1.5	.
44	CCCCn1c(-c2csc3c2CCC(C)C3)n[nH]c1=S (stereo not drawn)
 : -10	-7	13	-0.2	.	-8	-2	0.8	1.2	-1.5
45	NS(=O)(=O)c1ccc(NC(=O)CCc2ccccc2)cc1
 : 4	.	13	-2.5	1	.	-2	-0.4	2.0	-2.2
46	OCCN1CCN(CC/C=C2/c3ccccc3CSc3ccccc32)CC1
 : .	.	.	.	0	.	.	1.6	2.2	-1.5
47	NC(=O)c1cc(S(=O)(=O)Nc2ccccc2)cs1
 : 9	-6	1	-1.4	-1	-3	-1	0.1	2.1	-0.4
48	O=C(CSc1ncccc1C(=O)O)NC12CC3CC(CC(C3)C1)C2
 : -9	20	-9	0.5	-1	1	1	0.5	4.7	-1.1
49	CCOc1cc2[nH]c(=O)n(CC3CCC(C(=O)NCCC(C)C)CC3)c(=O)c2cc1OCC (stereo not drawn)
 : -14	9	-7	5.5	2	-10	2	.	1.4	.
50	COc1ccc(N2CCN(S(=O)(=O)c3c(C(=O)N4CCOCC4)c(C)n(C)c3C)CC2)cc1
 : -11	-40	9	-2.7	-1	2	4	-1.5	0.5	-1.4
